Assay outcomes as filed in PubChem.
KB-3-1 cytotox – kills parental KB-3-1 adenocarcinoma cells. KB-3-1 viability, CellTiter-Glo ATP luminescence, 72 h. Potency, µM (top dose mostly 46.1 µM), without a hit: top-dose activity change, negative = cytotoxic, actives largely listed as cytotoxic. hit rate 1.4% among 400,000. AID 1347075; note: potency is the fitted concentration of half-maximal effect; % is set by controls: 0 for no effect and ±100 for the full control effect; nearly all actives have a fitted effect of over 60% in size
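Here the drug-naive KB-3-1 line serves as comparator for MDR sub-line selectivity; cells received compound titrations, 72 h at 37 °C, then CellTiter-Glo readout.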
HT1080NT lethal – kills 2HG-producing HT-1080-NT fibrosarcoma cells | HT-1080-NT fibrosarcoma viability, CellTiter-Glo ATP luminescence, 48 h | Potency, µM (doses to about 46.1 µM), without a hit: at the top dose activity, negative = less viability, actives largely listed as cytotoxic | hit rate 1.6% among 360,000 | AID 686970;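 note: NT is the 2HG producing partner of a matched IDH1 knockdown line; potency is the fitted concentration of half-maximal effect; 0% = DMSO-treated cells and -100% = media-only wells without cells; nearly all actives have a fitted effect of over 55% in size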
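750 cells/well, RPMI + 5% FBS; 2 h settle, compound pin-transfer, 48 h at 37 degrees C. CellTiter-Glo 10 min RT, luminescence. Normalized to DMSO and media-only wells.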
ATXN2 expr inh – reduces ATXN2 reporter expression in HEK-293 cells. HEK-293 ATXN2-luciferase reporter, luminescence, 24 h. Potency, µM (highest dose often 57 µM), for inactives: at the highest dose activity change, negative = inhibition, actives largely listed as inhibitors. hit rate 0.72% among 360,000. AID 1745845; note: potency is the fitted concentration of half-maximal effect; % is set by controls: 0 for no effect and ±100 for the full control effect; nearly all actives have a fitted effect of over 55% in size
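qHTS (up to 57 uM final) was run with 24 h compound exposure of reporter cells at 37 °C. Each well was multiplexed: SteadyGlo luminescence measured ATXN2-luciferase expression after a fluorogenic Gly-Phe-AFC viability readout (25 uM final).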
SW480 rerep – DNA re-replication induction in SW480 cells; SW480 DNA re-replication, Hoechst DNA content imaging, 48 h; AID 624297; Potency, µM (highest dose often 46.1 µM), for the others: top-dose re-replication activation, actives largely listed as activators; hit rate 1.8% among 340,000; note: potency is the fitted concentration of half-maximal effect; % of control where 0% means no effect; nearly all actives have a fitted effect of over 55% in size
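SW480 cells exposed to compounds for 48 hr at 37 C, 5% CO2, then Hoechst-stained 40 min. Nuclear DNA content imaged by fluorescence scanning (405 nm excitation, 500-530 nm emission); re-replication scored as increased high-intensity nuclei.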
KB-V1 MDR tox – kills drug-selected multidrug resistant KB-V1 cells; hit rate 3.4% among 400,000; Potency, µM (doses to about 46.1 µM), without a hit: at the highest dose activity change, negative = cytotoxicity, usual class: cytotoxic; AID 1347076; KB-V1 MDR cells viability, CellTiter-Glo, 72 h; note: potency is the fitted concentration of half-maximal effect; % is set by controls: 0 for no effect and ±100 for the full control effect; nearly all actives have a fitted effect of over 60% in size
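Potencies derive from concentration-effect curves fitted to normalized luminescence (CellTiter-Glo) of KB-V1 cells treated for 72 h at 37 degrees C in phenol-red-free DMEM containing 10% FBS.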
WRN inhibitor – blocks human WRN helicase; WRN helicase unwinding, fluorescent forked duplex, kinetic; Potency, µM (titrated, usually from 114 µM), without a hit: at the top dose activity change, negative = inhibition, hits mostly inhibitors; hit rate 0.46% among 360,000; AID 651768; Q14191; note: potency is the fitted concentration of half-maximal effect; % is set by controls: 0 for no effect and ±100 for the full control effect; nearly all actives have a fitted effect of over 55% in size
Target sequence (Q14191 whole entry, looked up): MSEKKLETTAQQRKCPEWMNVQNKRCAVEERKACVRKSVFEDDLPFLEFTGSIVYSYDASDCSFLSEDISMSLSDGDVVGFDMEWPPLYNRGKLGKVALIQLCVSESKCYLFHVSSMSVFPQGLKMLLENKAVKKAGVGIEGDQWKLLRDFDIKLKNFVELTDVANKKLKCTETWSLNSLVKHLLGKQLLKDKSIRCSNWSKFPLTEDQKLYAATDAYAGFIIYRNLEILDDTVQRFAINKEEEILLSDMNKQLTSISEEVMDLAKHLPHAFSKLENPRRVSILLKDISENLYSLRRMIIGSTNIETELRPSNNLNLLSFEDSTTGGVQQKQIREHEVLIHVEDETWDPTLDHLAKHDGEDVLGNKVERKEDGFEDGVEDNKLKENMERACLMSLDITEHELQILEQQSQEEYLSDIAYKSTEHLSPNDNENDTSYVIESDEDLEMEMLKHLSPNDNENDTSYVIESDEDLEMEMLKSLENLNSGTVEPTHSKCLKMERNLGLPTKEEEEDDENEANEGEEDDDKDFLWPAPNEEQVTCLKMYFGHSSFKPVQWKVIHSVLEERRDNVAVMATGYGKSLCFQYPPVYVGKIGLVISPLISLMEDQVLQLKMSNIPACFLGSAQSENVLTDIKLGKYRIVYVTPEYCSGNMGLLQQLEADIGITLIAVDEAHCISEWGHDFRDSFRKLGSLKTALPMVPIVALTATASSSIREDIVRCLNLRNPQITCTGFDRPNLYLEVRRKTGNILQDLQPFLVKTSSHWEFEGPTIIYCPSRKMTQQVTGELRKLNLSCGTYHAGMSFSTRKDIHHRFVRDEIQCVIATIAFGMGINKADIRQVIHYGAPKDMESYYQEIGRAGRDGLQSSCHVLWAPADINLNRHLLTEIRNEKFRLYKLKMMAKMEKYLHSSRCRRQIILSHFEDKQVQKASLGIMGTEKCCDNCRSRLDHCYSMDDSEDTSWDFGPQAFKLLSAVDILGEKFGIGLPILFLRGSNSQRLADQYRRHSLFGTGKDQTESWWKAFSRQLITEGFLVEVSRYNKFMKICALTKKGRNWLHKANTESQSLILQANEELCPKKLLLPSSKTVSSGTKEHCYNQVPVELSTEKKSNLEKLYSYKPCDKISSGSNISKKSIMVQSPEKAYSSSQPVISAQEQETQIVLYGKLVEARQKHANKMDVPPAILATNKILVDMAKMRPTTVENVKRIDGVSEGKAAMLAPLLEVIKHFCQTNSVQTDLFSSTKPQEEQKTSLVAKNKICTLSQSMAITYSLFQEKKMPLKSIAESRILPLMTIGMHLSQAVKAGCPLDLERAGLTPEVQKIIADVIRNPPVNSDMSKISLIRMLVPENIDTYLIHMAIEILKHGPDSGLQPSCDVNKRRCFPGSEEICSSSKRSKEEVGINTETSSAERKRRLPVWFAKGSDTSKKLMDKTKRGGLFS
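Kinetic fluorescence helicase assay: unwinding of a quenched forked DNA duplex (100 nM final) with 2 mM ATP final raises red fluorescence (525/598 nm). Compounds sat 15 min at room temperature with 20 nM WRN beforehand.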
HT1080 IDH1KD tx – kills HT-1080 cells with IDH1 knockdown; hit rate 2% among 360,000; Potency, µM (titrated, usually from 46.1 µM), for the others: at the highest dose activity, negative = toxicity, actives largely listed as cytotoxic; HT-1080 IDH1 knockdown viability, ATP luminescence, 48 h;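 note: potency is the fitted concentration of half-maximal effect; 0% = DMSO wells and -100% = cell-free medium wells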
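% activity derives from luminescence (CellTiter-Glo), normalised to DMSO and no-cell wells. HT-1080-IDH1KD cells, 750/well, had 48 h compound exposure at 37 °C.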
MCF10A rerep – inducers of DNA re-replication in MCF 10A breast cells. MCF 10A DNA re-replication, Hoechst nuclear intensity, 48 h. Potency, µM (top dose mostly 46.1 µM), for inactives: top-dose activity, positive = re-replication, actives largely listed as activators. hit rate 2.9% among 350,000. AID 624296; note: potency is the fitted concentration of half-maximal effect; % of control where 0% means no effect; nearly all actives have a fitted effect of over 50% in size
IL-1B inflam inh – inhibitors of inflammasome signaling (IL-1 beta secretion); THP-1 LPS/ATP IL-1B secretion, AlphaLISA, 16 h; active compounds read low; activity change, % at 57.5 µM; hit rate 4.7% among 360,000; in the data active = activity change below about -50%; inconclusive = mostly about -30% to -49%; note: % is set by controls: 0 for no effect and ±100 for the full control effect
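Secreted IL-1B measured by AlphaLISA bead assay after 16 h compound exposure of THP-1 cells; compounds (final up to 57.5 uM) added 1 h before LPS (250 ng/mL) and ATP (1.25 mM) stimulation; lower signal means less secretion.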
Numbers without * were called inactive; ? = inconclusive; . = no result given; [ ] = another dose, or the depositor's remark. Unless noted, calls come from the whole dose curve; as a rule, active = well fitted curve in the direction sought with a large enough effect; inconclusive = small, poorly fitted or top-dose-only effect, or another doubt; inactive = no such curve, though single readings can be large; an effect the other way counts as inactive or inconclusive.

SMILES	KB-3-1 cytotox	HT1080NT lethal	ATXN2 expr inh	SW480 rerep	KB-V1 MDR tox	WRN inhibitor	HT1080 IDH1KD tx	MCF10A rerep	IL-1B inflam inh
O=C(Nc1ccccc1Cl)Oc1ccc(Cl)cc1Cl	2%	10%	.	-2%	13%	-5%	11%	-1%	-19
COc1ccc(N2CCN(CCC(=O)c3ccc4ccccc4c3)CC2)cc1	4%	?	-8%	?	?	-12%	?	10µM*	?
Cc1ccc(S(=O)(=O)N2CCCC(C)C2)cc1 (stereo not drawn)	-6%	3%	.	-4%	-5%	6%	2%	7%	6
N#CCSc1ccccc1NC(=O)CN1C(=O)NC(CCc2ccccc2)C1=O (stereo not drawn)	-2%	-11%	.	.	?	26%	-1%	.	12
COC(=O)[C@H](CCSC)NC(=O)NC1CCN(Cc2ccccc2)CC1	-7%	8%	3%	-6%	1%	4%	18%	1%	22
COc1cccc(NC(=O)CC2C(=O)NCCN2C(=S)Nc2ccc(F)cc2)c1 (stereo not drawn)	-1%	-7%	-13%	3%	-2%	6%	-10%	-6%	?
O=c1cnnc(Nc2ccc(Nc3ccccc3)cc2)[nH]1	-2%	2%	-25%	0%	-1%	-5%	2%	-5%	-3
Cc1ccc(CSc2nnc(CCCCCNC(=O)OC(C)(C)C)o2)cc1	-18%	-14%	-16%	-7%	?	-9%	?	?	?
COc1cc(-c2cc(C(=O)Nc3c(Cl)cc(Cl)cc3Cl)c3ccccc3n2)cc(OC)c1OC	0%	-3%	-9%	1%	-2%	-12%	-9%	?	36
COc1ccc(C(=O)NC(Oc2ccccc2)C(Cl)(Cl)Cl)cc1 (stereo not drawn)	2%	3%	2%	8%	-26%	-3%	1%	13%	-2
O=C(COc1ccc(Br)cc1)Nc1ccc2c(c1)C(=O)NC2=O	-8%	9%	.	6%	-1%	2%	4%	-2%	-27
CS(=O)(=O)N(CC(=O)N1CCOCC1)c1cc(Cl)ccc1Cl	-7%	13%	-20%	-17%	?	1%	8%	1%	6
CCN1C(=NCc2cc(OC)c(OC)c(OC)c2)N[C@@H](c2cccc(C(F)(F)F)c2)C(C(=O)OC)=C1C	-1%	0%	-6%	-5%	16%	-1%	-21%	17%	-28
CCn1c(SCc2ccc(F)cc2)nnc1C1CCN(S(=O)(=O)c2ccc(OC)cc2)CC1	19%	-6%	1%	-3%	-7%	-2%	-16%	8%	-23
CCOc1ccc(C(C(=O)NC2CCCC2)N(C(=O)c2snc(C(N)=O)c2N)C2CCCC2)cc1 (stereo not drawn)	-9%	-1%	-12%	9%	?	3%	-11%	-1%	?

Next section; it opens with the two that closed the last part.
SMILES	KB-3-1 cytotox	HT1080NT lethal	ATXN2 expr inh	SW480 rerep	KB-V1 MDR tox	WRN inhibitor	HT1080 IDH1KD tx	MCF10A rerep	IL-1B inflam inh
CCn1c(SCc2ccc(F)cc2)nnc1C1CCN(S(=O)(=O)c2ccc(OC)cc2)CC1	19%	-6%	1%	-3%	-7%	-2%	-16%	8%	-23
CCOc1ccc(C(C(=O)NC2CCCC2)N(C(=O)c2snc(C(N)=O)c2N)C2CCCC2)cc1 (stereo not drawn)	-9%	-1%	-12%	9%	?	3%	-11%	-1%	?
COc1cc2c(cc1[N+](=O)[O-])-c1ccccc1C2	?	6%	7%	?	?	1%	5%	2%	-12
Cc1cccc(C)c1NC(=O)c1cnccn1	-8%	5%	.	1%	11%	-2%	0%	-2%	23
O=S1(=O)CC(N2CCCCC2)CN1Cc1cn(Cc2ccccc2)nn1 (stereo not drawn)	15%	19%	21%	.	?	0%	10%	.	-1
CC(=O)c1c(C)c[nH]c1C	-1%	9%	-14%	?	14%	1%	10%	16%	9
CCC1CCCCN1S(=O)(=O)c1ccc(NC(=O)CSc2ncccc2C(=O)O)cc1 (stereo not drawn)	2%	20%	-7%	-7%	-5%	-28%	18%	4%	9
CC(=O)CC1(O)C(=O)Nc2ccccc21 (stereo not drawn)	2%	8%	3%	-20%	4%	6%	-10%	-12%	11
COc1ccc2[nH]c(=O)c(CN(Cc3nnnn3Cc3ccccc3)CC3CCCO3)cc2c1 (stereo not drawn)	7%	-20%	-2%	?	?	-8%[57.1 µM]	4%[9.24 µM]	4%	?
O=C(C(Cc1ccccc1)N1C(=O)C2C3C=CC(C3)C2C1=O)N1CCCCC1 (stereo not drawn)	6%	4%	2%	-5%	?	-13%	-5%	-10%	-11
Cc1cc(C(=O)Cn2cc([N+](=O)[O-])ccc2=O)c(C)n1CC1CCCO1 (stereo not drawn)	0%	-1%	3%	-17%	-6%	5%	-16%	-2%	5
Cc1cccc(-c2nc3c(c(SCC(N)=O)n2)CCCC3)c1	-1%	-5%	4%	-2%	16%	12%	-2%	10%	16
COc1ccc(-c2oc(NC(=O)c3ccc(C)cc3)c(C#N)c2-c2ccc(OC)cc2)cc1	7%	-1%	-3%	-4%	-7%	-5%	-13%	10%	-23
Cc1[nH]c2ccccc2c1/C=N/NC(=O)CNC(=O)c1ccc2c(c1)OCCO2	3%	15%	-18%	3%	0%	-7%	1%	?	17
Cc1ccc(NC(=O)C2CCCN(C(=O)c3ccc(Cl)cc3)C2)c(C)c1 (stereo not drawn)	0%	11%	2%	5%	-22%	-1%	4%	-4%	24
Cc1cc2c(Nc3ccccc3)ncnc2s1	8%	-3%	10%	?	-14%	2%[57.1 µM]	12%	2%	-24
O=C(NCc1ccco1)c1ccc(Cn2c(=O)c3ccccc3n(Cc3cccc(F)c3)c2=O)cc1	-10%	-15%	?	2%	0%	-4%	-20%	12%	191
CCOC(=O)c1ccc(NC(=O)C2(c3ccc(OC)cc3)CCOCC2)cc1	-3%	-4%	0%	20%	-18%	5%	-17%	2%	?
CCC(=O)N1CCCc2cc(S(=O)(=O)N3CCC(N4CCCCC4)CC3)ccc21	18%	-2%	20%	-3%	-1%	5%	3%	-1%	20
COc1ccc(-c2cnc3c(NC=O)cc(-c4ccccc4)cn23)cc1OC	1.2µM*	?	-10%	.	1.6µM*	-18%	?	.	-14
O=C(CN1CCC(n2cnc3cc(F)ccc32)CC1)Nc1ccccc1Br	0%	1%	.	-5%	?	-1%	1%	3%	-7
Cc1ccc(C)c(NC(=O)CN(C)C(=O)COc2ccc3ccccc3c2)c1	-1%	-27%	3%	-3%	-8%	-7%	5%	8%	8
Nc1ccc(-c2nc3cc([N+](=O)[O-])ccc3o2)cc1	?	27%	.	2%	-33%	0%	1%	11%	0
CN(Cc1ccccc1)C(=O)c1cccc(NC(=O)Cc2ccc(NC(=O)C3CCN(C(=O)C4CC4)CC3)cc2)c1	32%	11%	14%	12%[9.22 µM]	4%	3%	0%	-77%[inhibitor]	-11
CC(=O)c1sc(NC(=O)c2ccc3c(c2)OCO3)nc1C	-3%	?	2%	-3%	4%	7%	?	9%	-21
Cc1ccc(-c2cc(C(F)F)n3ncc(C(=O)N4CCN(c5cccc(C)c5C)CC4)c3n2)cc1	?	8%	-4%	?	?	1%[57.1 µM]	13%	?	8
Nc1nc(SCc2ccc(Cl)cc2Cl)nc2nc3c(cc12)CCCC3	?	?	?	?	?	?	?	?	-3
O=C(Cn1cnc([N+](=O)[O-])c1)Nc1ccc(F)c(Cl)c1	6%	-5%	1%	-4%	-2%	1%	1%	-4%	7
COCCN1CCC(CO)C1 (stereo not drawn)	12%	10%	8%	-2%	0%	0%	13%	-2%	0
CCC1(C)Cc2c(sc3c2c2ncnn2c2nnc(SCC(=O)NCc4ccco4)n32)CO1 (stereo not drawn)	?	?	5%	?	9%	-30%	?	10%	-5
CCOC(=O)N1CCN(c2ncnc3c2[nH]c2ccc(F)cc23)CC1	?	-1%	?	4%	?	-15%	?	-2%	-3
Cc1ccc(-c2csc3nc4ccc(C(=O)NCCO)cc4c(=O)n23)cc1	-4%	-1%	7%	-2%[9.22 µM]	-3%	2%	6%	-4%	9
c1ccc(-n2cnc3ccccc32)cc1	16%	-22%	-10%	-5%	?	8%	0%	2%	-15
CC(C)(C)c1ccc(S(=O)(=O)N2CCSC2)cc1	-4%	0%	3%	?	?	-1%	-7%	-3%	6
C=CCC1(NC(C)c2ccccc2)CCCCC1 (stereo not drawn)	-3%	-1%	4%	3%	0%	2%	-3%	17%	-12
CCc1ccccc1NC(=O)CSc1nc2ccccc2n1CC(=O)N(C)C	6%	-4%	18%	19%	-3%	3%	7%	-1%	11
O=C1CN(c2ccccc2F)C(=O)CN1c1ccccc1F	0%	7%	4%	-3%	9%	8%	14%	2%	5
COc1ccc(C(=O)NCCN2CCOCC2)cc1[N+](=O)[O-]	-12%	1%	-5%	1%	1%	-5%	11%	0%	19
CCOC(=O)c1cccnc1SCC(=O)NCc1ccccc1	-6%	13%	6%	-11%	-5%	4%	4%	3%	12
C=CCNc1nc(Nc2ccc(Cl)cc2)nc(OC)n1	-25%	-16%	30%[11.3 µM]	3%	?	-25%[57.1 µM]	-11%	-18%	-8
COC(=O)c1sc(N2CCCCC2)c(C#N)c1N	12%	-5%	18%	-2%	0%	-4%	-2%	7%	-16
Cc1nn(C)cc1NC(=O)CCSc1nc(-c2ccco2)cc(C(F)(F)F)n1	14%	-5%	-15%	-6%	-16%	9%	0%	?	1
S=c1nc(Cc2ccc(Cl)cc2)[nH]c2ccccc12	-52%	-15%	-12%	-12%	-43%	2%	-6%	?	-10
CCOC(=O)C1CCCN(Cc2ccccc2F)C1 (stereo not drawn)	-7%	21%	-1%	-4%	-13%	-1%	-1%	0%	-11
CCn1c(SCC(=O)NC(=O)Nc2ccc3c(c2)OCCO3)nnc1-c1cccs1	-4%	15%	-5%	-12%	-7%	-14%	15%	-6%	12
